# Compound activity (PubChem)
# RGS4 inh – human RGS4 inhibition; B-score at 10 µM; 0.45% of 310,000 active; HEK293 M3R/RGS4 inducible, Fluo-4 calcium flux; stronger effect = higher value; triggered by carbachol at its EC20;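 active = B-score, a plate-corrected calcium signal, over three deviations above library mean, with baseline fluorescence within five deviations of library mean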;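 note: RGS4 expression induced by doxycycline in cells with stable M3 receptor; B-score is computed from the integrated fluorescence ratio over baseline after carbachol; higher B-score means a larger calcium signal and so more RGS4 inhibition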
# MrgX1 allo act – allosterically activates human MrgX1 receptor signaling; MrgX1-HEK293, Fluo-4 calcium flux, FDSS; stronger effect = higher value; B-score at 10 µM; 0.63% of 310,000 active;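 active = plate-corrected calcium response at least 3 library SD above typical, normal starting fluorescence, not activating the receptor alone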;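 note: compound read alongside a low EC10 to EC30 dose of BAM8-22 agonist; peak minus trough fluorescence over baseline measured at the second addition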
# RGS4 pot – potentiators or activators of RGS4; B-score at 10 µM; HEK293 M3R/inducible RGS4, carbachol calcium flux Fluo4; stronger effect = lower value; 0.92% of 310,000 active;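 active = B-score of the integrated calcium signal more than 4 SD below the library mean, with starting fluorescence not abnormally high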;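 note: negative B-score means reduced calcium response which marks RGS4 activation or potentiation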
#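 Detection: kinetic calcium fluorescence imaging with Fluo4-AM dye, 2 µM / Material: HEK293 cells with stable M3R and inducible RGS4 / Schedule: recording 10 s baseline at 1 Hz, 100 s post-agonist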
# TMEM16A act – activators or potentiators of mouse TMEM16A chloride channel | B-score at 10 µM | 0.3% of 340,000 active | AID 623877 | Q8BHY3 | HEK293 TMEM16A/YFP-H148Q/I152L, iodide quench fluorescence; stronger effect = lower value;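 active = fluorescence-ratio B-score plate-corrected deviation score at least 3 library SD below zero, with starting fluorescence score within 5 deviations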;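 note: channel opened by trigger with iodide after compound preincubation; score built on the fluorescence ratio of max minus min over baseline; more negative score means more quench and so TMEM16A activation or potentiation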
# Target sequence (Q8BHY3 whole entry, looked up): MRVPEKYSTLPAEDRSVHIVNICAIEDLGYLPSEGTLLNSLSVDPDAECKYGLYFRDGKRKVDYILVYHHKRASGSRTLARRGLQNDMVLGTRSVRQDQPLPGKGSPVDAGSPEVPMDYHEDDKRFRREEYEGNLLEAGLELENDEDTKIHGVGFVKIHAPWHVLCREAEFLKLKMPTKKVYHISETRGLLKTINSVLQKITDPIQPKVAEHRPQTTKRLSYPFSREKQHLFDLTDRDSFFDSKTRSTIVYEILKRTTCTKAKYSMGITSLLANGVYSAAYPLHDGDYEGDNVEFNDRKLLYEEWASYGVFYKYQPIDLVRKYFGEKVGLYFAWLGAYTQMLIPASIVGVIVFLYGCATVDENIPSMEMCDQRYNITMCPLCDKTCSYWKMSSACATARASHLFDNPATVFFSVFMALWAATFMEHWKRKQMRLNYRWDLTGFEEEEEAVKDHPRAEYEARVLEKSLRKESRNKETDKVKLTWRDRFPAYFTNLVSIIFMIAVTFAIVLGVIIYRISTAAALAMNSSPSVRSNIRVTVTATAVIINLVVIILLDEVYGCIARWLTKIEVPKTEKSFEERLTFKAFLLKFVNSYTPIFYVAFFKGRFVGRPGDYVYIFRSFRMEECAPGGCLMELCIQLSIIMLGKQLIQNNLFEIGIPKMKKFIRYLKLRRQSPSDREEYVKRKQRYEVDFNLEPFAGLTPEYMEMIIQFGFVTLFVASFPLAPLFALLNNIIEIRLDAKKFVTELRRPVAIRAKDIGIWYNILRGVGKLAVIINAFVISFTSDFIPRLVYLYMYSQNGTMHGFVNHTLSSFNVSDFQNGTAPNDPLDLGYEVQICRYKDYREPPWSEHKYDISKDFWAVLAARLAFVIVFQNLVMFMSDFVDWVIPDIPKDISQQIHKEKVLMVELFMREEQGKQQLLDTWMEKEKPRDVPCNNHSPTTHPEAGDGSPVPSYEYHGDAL
# hERG rescue – hERG (human) protection from proarrhythmic block. Q12809. activation (rescue from dofetilide block), less the hit threshold, % at 10 µM. 0.51% of 310,000 active. CHO-hERG, FluxOR thallium flux, dofetilide IC70 present;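 active = activation above the mean of controls blocked by dofetilide plus 5 SD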;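 note: thallium influx through hERG after potassium depolarization seen as dye fluorescence rise; in these data hits start at about 4.7%; inactives centre near -7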
# KCNK3 block – human KCNK3 channel inhibition, primary screen | O14649 | CHO-KCNK3 thallium flux, FluxOR fluorescence; stronger effect = lower value | B-score at 10 µM | 0.84% of 340,000 active | AID 602410;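 active = B-score under library mean minus 4 SD, starting fluorescence ratio at most library mean plus 5 SD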;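 note: more negative B-score means stronger inhibition of thallium flux through KCNK3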
# KCNK9 inh – inhibitors of human KCNK9 two-pore domain potassium channel | AID 488922 | 1.2% of 310,000 active | B-score at 10 µM | Q9NPC2 | HEK293 KCNK9, FluxOR thallium flux fluorescence; stronger effect = lower value;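 active = ratio B-score over 3 SD below the library mean, with starting fluorescence within 5 SD of its mean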;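 note: negative B-score means less thallium flux so channel inhibition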
# TMEM16A inh – blocks the mouse calcium-activated chloride channel TMEM16A | 1.2% of 310,000 active | AID 588511 | Q8BHY3 | HEK293 TMEM16A/YFP iodide influx fluorescence, ionomycin | normalized B-score (activity score, 25-100; higher = stronger inhibition) at 10 µM;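 active = ratio plate-corrected score three or more library SD toward inhibition, starting fluorescence score within five deviations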;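 note: score derived from kinetic fluorescence span divided by baseline fluorescence per well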
# MrgX1 ag – agonists of human MrgX1 receptor | Q96LB2 | MrgX1-HEK293 cells, Fluo-4 calcium fluorescence, agonist mode; stronger effect = higher value | B-score at 10 µM | 0.44% of 310,000 active | AID 588627;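 active = calcium response B-score plate-corrected fluorescence ratio at least 3 library SD, with starting fluorescence B-score inside 5 SD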
#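 Assay system: MrgX1-expressing HEK293 cells / Amount: fifteen thousand cells per well / Doses: test compound in the initial addition of three / Timing: cells plated overnight, dye loaded 0.5 h 37 °C, 0.5 h room temperature / Technique: kinetic calcium dye fluorescence, Fluo-4 NW / Control set: positive and negative controls per plate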
# KCNQ1 block – inhibitors of human KCNQ1 potassium channel; P51787; CHO-K1 KCNQ1, FluxOR thallium flux fluorescence; stronger effect = higher value; B-score at 10 µM; 1.3% of 310,000 active;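 active = compounds whose thallium flux B-score, printed positive for inhibition, exceeds three library SD while starting fluorescence stays within three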;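 note: channel opened by potassium depolarization with thallium stimulus after 20 min compound exposure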
# KCNQ1 act – potentiates or activates the human KCNQ1 potassium channel; CHO-K1 KCNQ1, thallium flux FluxOR fluorescence; stronger effect = higher value; B-score at 10 µM; 0.35% of 310,000 active; AID 2648;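 active = fluorescence ratio B-score, a plate-corrected score, at least three library SD, with initial intensity B-score within 5 SD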
#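 Assay system: CHO-K1 cells stably expressing KCNQ1; Medium: assay buffer with matched DMSO; Also added: K+/Tl+ depolarizing stimulus; Dosing: single dose; Timing: dye 90 min, compound 20 min, room temperature; Measured by: kinetic FluxOR thallium fluorescence, 10-s 1-Hz baseline, 110-s post-stimulus read; Read-out: peak-minus-minimum fluorescence over initial fluorescence, negative-control normalized, B-scored.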
# The depositor's hits bear a star; i = inactive; nt = no result given.
SMILES,RGS4 inh,MrgX1 allo act,RGS4 pot,TMEM16A act,hERG rescue,KCNK3 block,KCNK9 inh,TMEM16A inh,MrgX1 ag,KCNQ1 block,KCNQ1 act
Cc1c(C(=O)O)oc2ccc(S(=O)(=O)NCc3ccc4c(c3)OCO4)cc12,i,i,i,i,-7,i,i,i,i,i,i
Cc1cccc(C(=O)NCCCNC(=O)c2cccc(C)c2)c1,i,i,i,i,-5,i,i,i,i,i,i
O=C(CN1C(=O)c2ccccc2C1=O)Nc1ccccc1C(=O)N1CCCC1,i,i,i,i,-4,i,i,i,i,i,i
Cc1cc(C)nc(N(C#N)Cc2ccc(Cl)cc2)n1,i,i,i,i,-11,i,i,i,i,i,i
CN(CC(=O)Nc1cccc(F)c1)C(=O)CSc1nc2ccccc2s1,i,i,i,i,-12,i,i,i,i,i,i
O=C(NC(O)C(=O)c1ccccc1)c1ccccn1 (stereo not drawn),i,i,i,i,-5,i,i,i,i,i,i
Cc1nn(C)cc1CNCc1c(C(=O)N2CCCCC2)nc2c(C)cccn12,i,i,i,i,-15,i,i,i,i,i,i
CCC(=O)Nc1cccc(-c2ccc(N3CCC(C)CC3)nn2)c1,i,i,i,i,-4,i,i,i,i,i,i
O=C(c1cccs1)n1nc(-c2ccccc2)nc1NCc1ccco1,i,i,i,i,-22,i,i,i,i,i,i
COc1ccc(OCC(=O)Nc2c(Cl)ccc3nsnc23)cc1,i,i,i,i,-8,i,i,i,i,i,i

# Looked up by structure from the entries so far, 2 records:
SMILES,RGS4 inh,MrgX1 allo act,RGS4 pot,TMEM16A act,hERG rescue,KCNK3 block,KCNK9 inh,TMEM16A inh,MrgX1 ag,KCNQ1 block,KCNQ1 act
O=C(NC(O)C(=O)c1ccccc1)c1ccccn1 (stereo not drawn),i,i,i,i,-5,i,i,i,i,i,i
Cc1cc(C)nc(N(C#N)Cc2ccc(Cl)cc2)n1,i,i,i,i,-11,i,i,i,i,i,i

# (further entries)
SMILES,RGS4 inh,MrgX1 allo act,RGS4 pot,TMEM16A act,hERG rescue,KCNK3 block,KCNK9 inh,TMEM16A inh,MrgX1 ag,KCNQ1 block,KCNQ1 act
O=C(CN1CCN(S(=O)(=O)c2ccc(Cl)cc2)CC1)Nc1ccc2c(c1)OCCO2,i,i,i,i,-4,i,i,i,i,i,i
Cc1ccc(NC(=O)c2cnccn2)c(Br)c1,i,i,i,i,-5,i,i,i,i,i,i
Cc1nnc(NC(=O)CS(=O)(=O)Cc2ccccc2)s1,i,nt,i,i,-6,i,i,nt,nt,i,i
CC(=O)C1=C(O)C(=O)N(CCCCCC(=O)O)C1c1ccc(N(C)C)cc1 (stereo not drawn),nt,i,nt,i,nt,i,nt,i,i,nt,nt
O=C(NCC(=O)N1CCN(c2ccccc2O)CC1)c1ccc2c(c1)OCO2,i,i,i,i,-15,i,i,i,i,i,i
OC(CNCc1ccccc1Cl)COc1ccc(F)cc1 (stereo not drawn),i,i,i,i,-6,i,i,i,i,i,i
CC(C)c1[nH]nc2c1C(C1C=CCCC1)C(C#N)=C(N)O2 (stereo not drawn),i,i,i,i,-9,i,i,i,i,i,i
O=c1[nH]nc(Cc2ccc(-c3ccc(Cl)cc3)o2)c2ccccc12,i,i,i,i,-10,i,i,i,i,i,i
COCCn1cc(C(=O)NCCN(C)C)c2c3ccccc3n(C)c2c1=O,i,i,i,i,-2,i,i,i,i,i,i
CCN(CC)C(=O)C(=O)N/N=C/c1ccc(Br)cc1,i,i,i,i,-5,i,i,i,i,i,i
CCN(CC)c1ccc(/C=N/Nc2ccccc2)c(O)c1,i,i,i,i,-13,i,i,i,i,i,i
CCc1nnc(NC(=O)C(=O)NCCOC(=O)c2ccccc2Cl)s1,i,i,i,i,-10,i,i,i,i,i,i
CC(=O)c1cccc(OCC(=O)N2CCCc3ccccc32)c1,i,i,i,i,-4,i,i,i,i,i,i
C/C(=N\NC(=O)c1nnn(-c2nonc2N)c1-c1ccccc1)c1cccnc1,i,i,i,i,-9,i,i,i,i,i,i
Cc1c(NC(=O)Cc2noc3ccccc23)cccc1[N+](=O)[O-],i,i,i,i,-10,i,i,i,i,i,i
CCCCN(C)CCN1C(=O)C2C(C(=O)Nc3ccc(C)cc3)C3C=CC2(O3)C1C(=O)NC1CCCCC1 (stereo not drawn),i,i,i,i,-4,i,i,i,i,i,i
Cc1ccc(-c2nnc(SCC(=O)Nc3ccccc3F)o2)cc1,i,i,i,i,-5,i,i,i,i,i,i
Cc1cc(OCC(=O)NCc2ccncc2)c2c(C)c(C)c(=O)oc2c1,i,i,i,i,-8,i,i,i,i,i,i
CN(c1ccccc1)S(=O)(=O)c1ccc(Cl)nc1,i,i,i,i,-3,i,i,i,i,i,i
O=C(Nc1cccc([N+](=O)[O-])c1)c1ccc2nc(N3C(=O)CCC3=O)sc2c1,i,i,i,i,-39,i,i,i,i,i,i
CC1C/C(=N/Nc2nc3ccccc3[nH]2)CC(C)(C)C1 (stereo not drawn),i,i,i,i,-7,i,i,i,i,i,i
O=C(O)CC/C(=C\c1ccc(N2CCCC2)c([N+](=O)[O-])c1)c1nc2ccccc2s1,i,i,i,i,-12,i,i,i,i,i,i
NNC(=O)c1[nH]c2ccc([N+](=O)[O-])cc2c1-c1ccccc1,i,i,i,i,-2,i,i,i,i,i,i
Cn1c(=O)c2cc(S(=O)(=O)N3CCC(c4ccccc4)CC3)ccc2n(C)c1=O,i,i,i,i,-5,i,i,i,i,i,i
COc1ccccc1NC(=O)c1ccc(NC2=NC3CS(=O)(=O)CC3S2)cc1 (stereo not drawn),i,i,i,i,-7,i,i,i,i,i,i
O=[N+]([O-])c1ccccc1Nc1c2ccccc2nc2ccccc12,i,i,i,i,-22,i,i,i,i,i,i
CCC(CC)c1nnc(NC(=O)CSCC(=O)Nc2cc(C)on2)s1,i,i,i,i,-10,i,i,i,i,i,i
COc1ccc(C2=NC(=O)/C(=C\c3cc(OC)c(OC)c(OC)c3)O2)cc1,nt,i,nt,i,nt,i,nt,i,i,nt,nt
O=S(=O)(c1ccccc1Cl)N1CCC(Cc2ccccc2)CC1,i,i,i,i,-18,i,i,i,i,6*,i
COc1ccccc1CCc1nnc(CCC(=O)N(C)Cc2cccc3ncccc23)o1,i,i,i,i,-28,i,i,i,i,i,i
O=C(COc1ccc(S(=O)(=O)N2CCOCC2)cc1)NCCCn1ccnc1,i,i,i,i,-8,i,i,i,i,i,i
CC1(C)CC(=O)C2=C(C1)NC1=C(C(=O)c3ccccc31)C2c1cc([N+](=O)[O-])ccc1O (stereo not drawn),i,i,i,i,-13,i,i,i,i,6*,i
O=C(c1cccc2ccccc12)C1CCCN(C(=O)c2ccc(N3CCOCC3)cc2)C1 (stereo not drawn),i,i,i,i,-14,-9.3*,i,i,i,i,i
Cc1ccc2c(c1)c1c(n2CC(O)CNC2CCCC2)CCCC1 (stereo not drawn),i,i,i,i,-14,i,i,i,i,i,i
CCOC(=O)c1nnn2c1nc(N1CCN(c3ccccc3)CC1)c1ccccc12,i,i,i,i,-12,i,i,i,i,i,i
COc1ccc(N(CC(=O)NC2CCCCC2)S(=O)(=O)c2cccnc2)cc1,i,i,i,i,-9,i,i,i,i,i,i
CSc1cccc(NC(=S)NCCCN2CCN(c3ccc(F)cc3)CC2)c1,i,i,i,i,-12,i,i,i,i,i,i
O=[N+]([O-])c1ccc(C2CCCC/C2=N\OCc2cccc(F)c2)c([N+](=O)[O-])c1 (stereo not drawn),i,i,i,i,-14,i,i,i,i,i,i
CC(=O)Nc1ccc2nc(NC(=O)c3ccc([N+](=O)[O-])s3)sc2c1,i,i,i,nt,-14,nt,i,i,i,i,i
COc1cc(CN2CCCC(C)C2)cc([N+](=O)[O-])c1O (stereo not drawn),i,i,i,i,-14,i,i,i,i,i,i
CCOCc1c(C(=O)Nc2cc(OCC)c(N3CCOCC3)cc2OCC)oc2ccccc12,i,i,i,i,-19,i,i,i,i,i,i
Cc1cc(C)n(-c2ccccc2[N+](=O)[O-])n1,i,i,i,i,-7,i,i,i,i,i,i
O=C1Nc2cc(Cl)cnc2N2CCCC12 (stereo not drawn),i,i,i,i,-11,i,i,i,i,i,i
Fc1ccc(CO/N=C/C2=C(Cl)c3ccccc3CC2)cc1,i,i,i,i,-11,i,i,i,i,i,i
COc1ccc(CNc2nc3ccccc3n2CCN2CCCCC2)cc1,i,i,i,i,-11,i,i,i,i,i,i
CCN(CC)S(=O)(=O)c1cc(NC(=O)Cc2ccsc2)ccc1C,i,i,i,i,-12,i,i,i,i,i,i
CSCC[C@H](NC(=O)[C@@H]1Cc2ccccc2CN1)C(=O)NC[C@H]1CC[C@H](C(=O)O)CC1,i,i,i,nt,-8,i,i,i,i,i,i
Cc1nc2c(C)cccc2cc1C(=O)N/N=C/c1cccnc1,i,i,i,i,-9,i,i,i,i,i,i
COC(=O)c1ccc(NC(=S)NCCc2ccccc2)cc1,i,i,i,i,-11,i,i,i,i,i,i
Cn1cnc([N+](=O)[O-])c1Sc1nc2ccccc2[nH]1,i,i,i,i,-7,i,i,i,i,i,i
# Continued.
SMILES,RGS4 inh,MrgX1 allo act,RGS4 pot,TMEM16A act,hERG rescue,KCNK3 block,KCNK9 inh,TMEM16A inh,MrgX1 ag,KCNQ1 block,KCNQ1 act
FC(F)(F)c1cc(Cl)c2nnc(-c3ccccn3)n2c1,i,i,i,i,-4,i,i,i,i,i,i
O=C(Nc1cccc(C(F)(F)F)c1)C(Sc1n[nH]c(=O)[nH]c1=O)c1ccccc1 (stereo not drawn),i,i,i,i,-17,i,i,i,i,i,i
CC(CC(=O)Nc1ccccc1C(F)(F)F)c1ccccc1 (stereo not drawn),i,i,i,i,-8,i,i,i,i,i,i
CCOc1ccc(N2CC(C(=O)N3CCc4ccccc4C3)CC2=O)cc1 (stereo not drawn),i,i,i,i,-8,i,i,i,i,i,i
CC(C)NC(=O)CSc1nc(N)c(-c2ccccc2)c(=O)[nH]1,i,i,i,i,2,i,i,i,i,i,i
Cc1cc(C)n2nc(SCc3ccccc3F)nc2n1,i,i,i,i,-4,i,i,i,i,i,i
Cc1ccc(C2CC(c3ccco3)=NN2S(C)(=O)=O)cc1 (stereo not drawn),i,i,i,i,-3,i,i,i,i,i,i
